Source: PubChem BioAssay
esBAF inh: inhibitors of esBAF chromatin remodeling in mouse ES cells. Bmi1-luciferase knock-in reporter, 24 h; 100% = twice the neutral-well signal. reporter increase, % at 12.5 µM. 350,000 tested, 2% active. AID 602393; in the data active = activation above about 40%; inconclusive = no clear call, values can overlap the other calls;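 note: 0% = median of the plate's neutral control wells and 100% = double that signal; a rise in the Bmi1 reporter signal indicates esBAF inhibition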
E-selectin induc: induces E-selectin expression in human endothelial cells; activation, % at 7.58 µM; P16581; 260,000 tested, 0.37% active; HUVEC E-selectin immunofluorescence imaging; normalized: neutral wells 0, TNF-alpha wells 100;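 active = mean E-selectin-positive cell signal at least 10% of the positive control, reached in at least 60% of replicates, without over 20% cell loss; inconclusive = no rule given, readout overlaps actives, possibly toxicity-flagged; inactive = the rest, including those meeting only one limit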;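 note: in these data hits start at about 27%; measured in HUVEC primary endothelial cells; signal is the percent of cells scored E-selectin positive by PE staining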
Target sequence (P16581 whole entry, looked up): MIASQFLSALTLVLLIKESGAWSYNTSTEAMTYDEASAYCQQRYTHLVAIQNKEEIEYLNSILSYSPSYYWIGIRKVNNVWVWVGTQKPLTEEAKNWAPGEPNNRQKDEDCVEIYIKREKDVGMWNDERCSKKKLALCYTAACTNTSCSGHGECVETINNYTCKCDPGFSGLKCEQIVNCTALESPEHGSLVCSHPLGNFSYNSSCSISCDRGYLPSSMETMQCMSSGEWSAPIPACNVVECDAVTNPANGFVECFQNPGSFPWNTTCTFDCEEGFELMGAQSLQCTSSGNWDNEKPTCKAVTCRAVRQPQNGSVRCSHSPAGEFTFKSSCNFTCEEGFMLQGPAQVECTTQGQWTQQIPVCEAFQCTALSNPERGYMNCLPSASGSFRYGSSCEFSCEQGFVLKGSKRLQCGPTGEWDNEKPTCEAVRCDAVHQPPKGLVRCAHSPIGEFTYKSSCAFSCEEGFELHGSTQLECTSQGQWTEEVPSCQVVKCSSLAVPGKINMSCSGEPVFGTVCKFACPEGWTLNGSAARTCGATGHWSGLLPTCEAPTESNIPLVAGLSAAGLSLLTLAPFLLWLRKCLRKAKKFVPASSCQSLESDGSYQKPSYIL
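material = human umbilical vein endothelial cells (HUVEC), E-selectin induction | quantity = 3,000 cells/well | medium = EGM-2 growth medium on 0.1% gelatin-coated wells | technique = immunofluorescence imaging | read-out basis = % PE-positive cells | control set = TNF-alpha positive control, DMSO neutral control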
FN deposition inh: fibronectin deposition inhibition; AH1F fibroblasts, Alexa488-fibronectin deposition fluorescence, overnight; inhibition, % at 12.6 µM; 350,000 tested, 0.086% active; AID 743247;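 active = mean inhibition across replicates of 30% or more, regardless of how many single replicates reach that level; inconclusive = mean under 30% yet at least half of replicates reach 30%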;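 note: positive control wells lacked labelled fibronectin entirely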
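Material: AH1F fibroblasts assembling fluorescent fibronectin matrix; amount: 10000 AH1F cells/well; medium: DMEM, 2% serum; reagent: Alexa488-fibronectin, 24 nM final in well; dosing: single compound dose, delivered by pin transfer; incubation: 1 h adhesion, overnight exposure; detection: fluorescence after three HBSS washes, excitation 485 nm, emission 525 nm; measure: fibronectin deposition inhibition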
RAD52 anneal inh: RAD52 (human) annealing inhibition | inhibition, % at 18.7 µM | AID 651710 | recombinant RAD52 DNA annealing, FRET fluorescence | P43351 | 360,000 tested, 0.46% active;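 active = every replicate showing at least 50% inhibition; inconclusive = mean inhibition at least 50% but not in every replicate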
Target sequence (P43351 whole entry, looked up): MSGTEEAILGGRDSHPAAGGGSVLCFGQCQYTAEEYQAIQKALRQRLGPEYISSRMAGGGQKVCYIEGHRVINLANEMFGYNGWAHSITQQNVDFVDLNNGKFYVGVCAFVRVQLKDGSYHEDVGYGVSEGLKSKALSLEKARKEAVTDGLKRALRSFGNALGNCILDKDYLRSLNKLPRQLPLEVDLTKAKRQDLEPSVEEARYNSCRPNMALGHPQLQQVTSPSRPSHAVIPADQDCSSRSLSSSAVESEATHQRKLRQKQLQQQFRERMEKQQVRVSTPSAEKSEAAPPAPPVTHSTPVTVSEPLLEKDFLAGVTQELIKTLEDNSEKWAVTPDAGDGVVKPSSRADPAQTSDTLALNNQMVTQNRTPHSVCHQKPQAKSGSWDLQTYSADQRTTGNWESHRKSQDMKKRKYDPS
S100A4 MyoIIA: inhibitors of human S100A4 binding to myosin IIA peptide; P26447; inhibition, % at 10.7 µM; 360,000 tested, 0.14% active; AID 652163; S100A4/TAMRA-MyoIIA peptide fluorescence polarization;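 active = mean inhibition of at least 70% across replicates, with every replicate also reaching that level; inconclusive = mean inhibition reaches 70% but some replicates fall short; inactive = mean inhibition below 70%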
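System – human S100A4 monomer protein, biochemical binding assay · Buffer or medium – Calcium-containing HEPES buffer, pH 7.2 · Timing – 5 min between mix addition and reading · Also added – TAMRA-labelled myosin IIA heavy-chain peptide probe, 5 nM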
XiGFP reactiv: activators of X-chromosome reactivation in mouse fibroblasts; XiGFP mouse fibroblasts, % GFP-positive cells imaging, 3 d; cells co-treated with 5-aza-dC sensitizer; scaled so ellipticine positive control = 100%; activation, % at 7.58 µM; 360,000 tested, 0.055% active; AID 743238;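 active = mean normalized replicate activation at least 10% and every replicate at or above 10%; inconclusive = only one of the two criteria met; inactive = mean below 10% and not all replicates reach 10%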;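 note: 0% = median of on-plate neutral control wells and 100% = ellipticine 6 µM median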
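System: SV40-immortalized XiGFP fibroblast cells, line 68-5-11 / Incubation: 3-day compound exposure, then 15 min fixation at room temperature / Compound: single concentration per compound, delivered by pin transfer / Buffer or medium: DMEM plus 5-aza-dC sensitizer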
EWS-Fli inh: EWS/Fli transcriptional activity inhibition; 350,000 tested, 0.67% active; AID 651661; A673 NR0B1-luciferase reporter, viability-normalised; inhibition, % at 12.6 µM;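 active = mean inhibition of at least 50% after viability correction, with every replicate also passing that limit; inconclusive = mean reaches 50% but only one of two replicates passes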;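 note: firefly luciferase signal divided by Alamar Blue viability fluorescence both relative to DMSO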
RAD54 inh: inhibitors of human RAD54 branch migration. Q92698. RAD54 Holliday junction branch migration, FAM/BHQ fluorescence. inhibition, % at 10.4 µM. 360,000 tested, 0.14% active. AID 602329;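 active = mean normalized replicate activity at least 40 and at least half of replicates scoring 40 or more; inconclusive = only one of the two criteria met; inactive = mean below 40 and under half of replicates reaching 40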;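 note: 0% = median of neutral control wells and 100% = median of positive control wells; inhibitors cause a drop in the FAM fluorescence signal; in these data hits start at about 50%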
Starred values were filed as active, the others as inactive. An unsorted share of the library; overall some 3% were active at least once.

CCOC(=O)C1=C(Nc2ccc(Br)cc2)C(=O)N(CC)C1 was read as E-selectin induc -0.2, FN deposition inh 2, RAD52 anneal inh -17, S100A4 MyoIIA 0, XiGFP reactiv -0.1 and EWS-Fli inh -13.
O=[N+]([O-])c1ccccc1S(=O)(=O)N1CCN(CC2CC=CCC2)CC1 (configuration not stated) was read as esBAF inh -6, FN deposition inh -3, RAD52 anneal inh -18, S100A4 MyoIIA -11, XiGFP reactiv 0.0 and EWS-Fli inh 3.
O=C(NCc1ccccc1)[C@@H]1N[C@@H]2c3cccc(=O)n3C[C@@H]2[C@H]1CO was read as esBAF inh -4, E-selectin induc 0.0, RAD52 anneal inh -17, S100A4 MyoIIA -12, XiGFP reactiv 0.3, EWS-Fli inh 0 and RAD54 inh -5.
For COc1ccc(/C=C/c2onc(C)c2S(=O)(=O)N2CCC(C(=O)N3CCC(C)CC3)CC2)cc1 the results were esBAF inh -3, FN deposition inh -7, RAD52 anneal inh -14, S100A4 MyoIIA 15, XiGFP reactiv 0.0, EWS-Fli inh 30 and RAD54 inh -1.
For CC[C@@]1(C(=O)OC)N[C@H](CN(C)C(=O)c2ccc(F)cc2)[C@@H]2C(=O)N(C)C(=O)[C@@H]21 the results were esBAF inh -1, E-selectin induc -0.2, FN deposition inh 4, RAD52 anneal inh -7, S100A4 MyoIIA 7, XiGFP reactiv 0.1, EWS-Fli inh -5 and RAD54 inh 2.
For O=C(CCNC(=O)c1ccccc1Cl)NN=Cc1ccccc1[N+](=O)[O-] the results were esBAF inh -1, E-selectin induc 1.0, FN deposition inh 2, RAD52 anneal inh -2, S100A4 MyoIIA -9, XiGFP reactiv 0.0 and EWS-Fli inh -5.
For Cc1ccc(C)c(Cn2c(C)nc3c(sc(=S)n3-c3ccccc3)c2=O)c1 the results were esBAF inh 4, E-selectin induc -0.1, FN deposition inh 3, RAD52 anneal inh -6, S100A4 MyoIIA 0, XiGFP reactiv 0.0, EWS-Fli inh 2 and RAD54 inh 4.
Screening O=C(N=C1SC2CS(=O)(=O)CC2N1c1ccc(F)cc1)C1CC1 (configuration not stated) returned esBAF inh 8, FN deposition inh -5, RAD52 anneal inh -9, S100A4 MyoIIA -6, XiGFP reactiv 0.0 and RAD54 inh -11.
For CC(C)NC(=O)Nc1ccc2c(c1)C(=O)N([C@@H](C)CO)C[C@@H](C)[C@@H](CN(C)CC1CCCCC1)OCCCC[C@@H](C)O2 the results were esBAF inh 3, E-selectin induc -0.2, FN deposition inh -4, RAD52 anneal inh 13, S100A4 MyoIIA 4, XiGFP reactiv 0.1 and RAD54 inh 10.
COc1ccc(NC(=O)N2CCCC(c3ccccc3)C2)cc1 (configuration not stated) was read as esBAF inh 11, E-selectin induc 0.2, FN deposition inh 4, RAD52 anneal inh -13, S100A4 MyoIIA -7, XiGFP reactiv 0.1, EWS-Fli inh -30 and RAD54 inh -6.
`Cc1ccc(C2=NN(CCC(=O)NC3CCCC3)C(=O)CC2)cc1` gave esBAF inh 1, E-selectin induc -0.1, FN deposition inh 1, RAD52 anneal inh -12, S100A4 MyoIIA -2, XiGFP reactiv 0.1 and RAD54 inh -8.
`Cc1c(C#N)c2ccccc2n1CCOc1ccccc1F` gave esBAF inh 4, RAD52 anneal inh -8, S100A4 MyoIIA -3 and EWS-Fli inh 16.
For CCOc1cc2c(cc1/C=C/c1noc(C)c1[N+](=O)[O-])OC(C)C2 (configuration not stated) the results were esBAF inh -11, FN deposition inh -7, RAD52 anneal inh -474, S100A4 MyoIIA -21, XiGFP reactiv 0.1, EWS-Fli inh 9 and RAD54 inh -3.
For CC(=C/c1ccccc1)/C=N/NC(=O)c1cccs1 the results were FN deposition inh 1, RAD52 anneal inh -12, S100A4 MyoIIA 18, XiGFP reactiv 0.0, EWS-Fli inh -60 and RAD54 inh 1.
`CC1CCCN(C(=O)c2ccc3ncsc3c2)C1` (configuration not stated) gave esBAF inh -4, E-selectin induc 0.1, FN deposition inh 2, RAD52 anneal inh -3, S100A4 MyoIIA 1, XiGFP reactiv -0.1, EWS-Fli inh -13 and RAD54 inh 1.
Screening COc1cccc2c1O/C(=N\O)C(C(=O)Nc1ccc(C)cc1)C2 (configuration not stated) returned esBAF inh 5, E-selectin induc 0.6, FN deposition inh 13, RAD52 anneal inh -4, S100A4 MyoIIA 0, XiGFP reactiv 0.4, EWS-Fli inh 33 and RAD54 inh -7.
For COc1cc(S(=O)(=O)N2CCOCC2)cc(C(=O)c2nccn2C)c1OC the results were esBAF inh 5, RAD52 anneal inh -5, S100A4 MyoIIA 1, EWS-Fli inh 0 and RAD54 inh -8.
`CCCc1ccc(OCC(=O)NNC(=O)c2cccnc2)cc1` gave FN deposition inh 12, RAD52 anneal inh -5, S100A4 MyoIIA -30, XiGFP reactiv 0.1 and EWS-Fli inh 10.
For CCOC(=O)N1CCN(C(=O)CCCn2nnnc2CN2CCC(C)CC2)CC1 the results were esBAF inh 3, FN deposition inh -12, RAD52 anneal inh 4, S100A4 MyoIIA -6, XiGFP reactiv 0.0 and RAD54 inh -14.
`COCC(=O)Nc1ccc2c(c1)[C@@H]1C[C@@H](CC(=O)NCC3CC3)O[C@H](CO)[C@@H]1O2` gave esBAF inh -2, E-selectin induc -0.3, FN deposition inh 8, RAD52 anneal inh -9, S100A4 MyoIIA 0, XiGFP reactiv -0.1, EWS-Fli inh -5 and RAD54 inh 3.
CCCNC(=O)N1CC2(CN(C(=O)C3CC3)C2)c2c([nH]c3cc(OC)ccc23)[C@H]1CO was read as E-selectin induc 0.2, RAD52 anneal inh 4, S100A4 MyoIIA -16, XiGFP reactiv 0.2 and EWS-Fli inh -4.
For CC1CCCCC1NC(=O)CSc1nnc(CNC(=O)c2ccccc2)n1C (configuration not stated) the results were RAD52 anneal inh -1, S100A4 MyoIIA 2, XiGFP reactiv 0.0 and EWS-Fli inh 13.
`C=CCN(CC=C)CCOc1ccc(OC(C)C)cc1` gave E-selectin induc -5.8, FN deposition inh -2, RAD52 anneal inh -10, S100A4 MyoIIA 0, XiGFP reactiv 0.1 and EWS-Fli inh 2.
For O=C(NCc1ccccc1F)[C@@H]1N[C@@H]2c3ccc(-c4ccccc4F)c(=O)n3C[C@@H]2[C@H]1CO the results were esBAF inh -6, E-selectin induc -0.2, RAD52 anneal inh -28, S100A4 MyoIIA 4, XiGFP reactiv 0.2, EWS-Fli inh 4 and RAD54 inh -7.
`C[C@@H]1CN([C@@H](C)CO)C(=O)Cc2cc(NS(=O)(=O)c3cccs3)ccc2O[C@H]1CN(C)S(=O)(=O)c1ccc(F)cc1` gave esBAF inh -3, E-selectin induc -0.1, FN deposition inh -3, RAD52 anneal inh -1, S100A4 MyoIIA -7, XiGFP reactiv -0.1, EWS-Fli inh -4 and RAD54 inh 1.
For Cc1n[nH]c(C)c1S(=O)(=O)N(C)Cc1ccco1 the results were esBAF inh -7, FN deposition inh -2, RAD52 anneal inh -11, S100A4 MyoIIA -2, XiGFP reactiv 0.0, EWS-Fli inh 3 and RAD54 inh -5.
CCOC(=O)N1CCN(c2cc(=O)n(-c3ccc(OCC)cc3)c(=O)[nH]2)CC1 was read as esBAF inh -7, RAD52 anneal inh -5, S100A4 MyoIIA 5 and EWS-Fli inh 1.
For CCOc1cccc(SCc2noc(C(=O)NCC3CCCO3)c2C(=O)O)c1 (configuration not stated) the results were esBAF inh 5, E-selectin induc 0.4, FN deposition inh 5, RAD52 anneal inh -9, S100A4 MyoIIA -4, XiGFP reactiv 0.0, EWS-Fli inh 5 and RAD54 inh 3.
`Cc1c(C(=O)N2CCC(C)CC2)oc2ccc(S(=O)(=O)N3CCC4(CC3)OCCO4)cc12` gave esBAF inh -5, RAD52 anneal inh -6, S100A4 MyoIIA -3, EWS-Fli inh 23 and RAD54 inh -11.
Cc1ccc(CNC(=O)CCCc2c[nH]c3ccccc23)cc1 was read as esBAF inh -1, E-selectin induc 0.3, FN deposition inh 3, RAD52 anneal inh -3, S100A4 MyoIIA -5, XiGFP reactiv 0.1, EWS-Fli inh 7 and RAD54 inh 7.
For O=C(NCCc1ccccc1)c1cc2ccccc2oc1=O the results were esBAF inh 32, E-selectin induc -0.1, FN deposition inh -2, RAD52 anneal inh 0, S100A4 MyoIIA -1, XiGFP reactiv 0.3, EWS-Fli inh -97 and RAD54 inh 5.
Screening O=[N+]([O-])c1cc(C(F)(F)F)cc([N+](=O)[O-])c1NCCNC(=S)Nc1ccc(Cl)c(Cl)c1 returned FN deposition inh -5, RAD52 anneal inh -11, S100A4 MyoIIA -12, XiGFP reactiv 0.1, EWS-Fli inh 7 and RAD54 inh 5.
COC(=O)[C@H](c1ccccc1Cl)N1CCc2sccc2C1 was read as esBAF inh -3, E-selectin induc inconclusive, FN deposition inh -5, RAD52 anneal inh -3, S100A4 MyoIIA 20, XiGFP reactiv 0.1, EWS-Fli inh -1 and RAD54 inh 10.
`CCN1/C(=C/C=C2/SC(=Nc3cccc4ncccc34)N(C)C2=O)Sc2ccccc21` gave esBAF inh 2, E-selectin induc 1.7, FN deposition inh -2, RAD52 anneal inh -32, S100A4 MyoIIA -26, XiGFP reactiv 0.0, EWS-Fli inh -2 and RAD54 inh -7.
`CCCC(C)NC(=O)COC(=O)c1ccccc1SCC(=O)NC(C)CCC` (configuration not stated) gave FN deposition inh -16, RAD52 anneal inh -5, S100A4 MyoIIA -1, XiGFP reactiv 0.4 and EWS-Fli inh -3.
Screening C[C@@H]1CN([C@H](C)CO)S(=O)(=O)c2ccc(C#CC3(O)CCCC3)cc2O[C@H]1CN(C)C(=O)c1ccncc1 returned esBAF inh 6, E-selectin induc 0.1, FN deposition inh 23, RAD52 anneal inh -6, S100A4 MyoIIA 6, XiGFP reactiv -1.0, EWS-Fli inh 9 and RAD54 inh -13.
Screening Cc1ccccc1N=C1NC(=O)/C(=C/c2cccn2-c2cccc(C(=O)O)c2)S1 returned E-selectin induc 14, FN deposition inh 18, RAD52 anneal inh -74, S100A4 MyoIIA 4, XiGFP reactiv 0.4 and EWS-Fli inh 25.
For O=C(O)Cc1ccc(S(=O)(=O)N2CCCC2)s1 the results were esBAF inh -1, E-selectin induc 0.2, FN deposition inh -13, RAD52 anneal inh -27, S100A4 MyoIIA -4, XiGFP reactiv 0.2, EWS-Fli inh 1 and RAD54 inh -8.
